High-throughput results (PubChem)
POLI inh: DNA polymerase iota (human) inhibition; actives 1% (n = 390,000); Potency, µM (titrated, usually from 115 µM), for inactives: top-dose activity, negative = inhibition, hits mostly inhibitors; AID 588590; Pol iota fluorescent replication assay, 10 min; note: potency is the fitted concentration of half-maximal effect
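Pol iota at 10 nM preincubated 15 min with compounds at room temperature; reaction started with fluorescent substrate, 50 nM final. Fluorescence read kinetically at 0 and 10 min; buffer-only wells as negative control.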
APEX1 inh: blocks human APE1 abasic DNA cleavage; actives 0.35% (n = 350,000); AID 2517; recombinant APE1, TAMRA/BHQ-2 abasic DNA cleavage fluorescence; Potency, µM (titrated, usually from 65.8 µM), inactives show at the top dose activity change, negative = inhibition, usual class: inhibitors;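 note: potency is the fitted concentration of half-maximal effect; plate controls were vehicle for no effect and reference inhibitor for full effect; nearly all actives have a fitted effect of over 55% in size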
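Readout is kinetic fluorescence (ex 525, em 598 nm) from cleavage of 50 nM TAMRA/BHQ-2 THF abasic duplex by 0.75 nM APE1, compound added 15 min beforehand at RT.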
POLK inh: blocks human DNA polymerase kappa activity; Potency, µM (titrated, usually from 107 µM), without a hit: top-dose activity, negative = inhibition, actives largely listed as inhibitors; purified Pol kappa, fluorescent DNA synthesis assay, 10 min; AID 588579; Q9UBT6; actives 0.53% (n = 400,000); note: potency is the fitted concentration of half-maximal effect; % is set by controls: 0 for no effect and ±100 for the full control effect
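First, compounds were pin-transferred onto 10 nM Pol kappa. After 15 min at room temperature, substrate was added to 50 nM final. Fluorescence was then measured kinetically at 0 and 10 min.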
Anesthetic bind: candidate novel general anesthetic via apoferritin binding | P02791 | apoferritin/1-aminoanthracene competitive binding, fluorescence | Potency, µM (top dose mostly 77.5 µM), for inactives: top-dose activity change, negative = displacement, usual class: inhibitors | actives 0.074% (n = 350,000) | AID 485281; note: potency is the fitted concentration of half-maximal effect; % is set by controls: 0 for no effect and ±100 for the full control effect; nearly all actives have a fitted effect of over 20% in size
Target sequence (P02791 2-175 limits assumed): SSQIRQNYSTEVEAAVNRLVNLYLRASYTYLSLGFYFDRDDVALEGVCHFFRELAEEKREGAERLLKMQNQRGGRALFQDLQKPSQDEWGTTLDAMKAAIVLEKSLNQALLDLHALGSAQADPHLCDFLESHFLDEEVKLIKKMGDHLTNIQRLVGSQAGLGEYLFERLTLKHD
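10 uM apoferritin + 50% sat. 1-AMA, PBS; cpd 10 min RT; Ex380/Em535 endpoint; normalized to free probe vs complex; 4-param Hill fit; propofol titration as pos. ctrl.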
TRHR ag: agonists of human TRH receptor; P34981; TRHR cells, calcium flux fluo-8, FDSS agonist mode; activation, % at 2 µM; actives 0.18% (n = 360,000); in the data active = activation above about 30%; note: 0% is about no effect
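Steps: seed TRHR cells overnight; add fluo-8 no-wash Ca dye, RT 30 min–1.5 h; record 10 s baseline; pin-transfer compounds; monitor fluorescence 1 cycle/s for the agonist window. Calcium increases flag candidate agonists.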
ERG-DNA inh: blocks human ERG Ets domain binding to DNA; P11308; fluorescence polarization, His-ERG Ets domain / labelled DNA; Potency, µM (doses to about 76.9 µM), for inactives: top-dose FP activity, negative = inhibition, actives largely listed as inhibitors; actives 0.028% (n = 370,000); active = well fitted inhibition curve with a large enough effect in the polarisation, with a control signal flat; inconclusive = small, poorly fitted or top-dose-only effect, or effect the other way, or a change in a side signal; inactive = no such curve, though single readings can be large or run the other way; the % refers to the polarisation;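 note: polarization taken with two DNA probes labelled with fluorescein and Texas red; potency is the fitted concentration of half-maximal effect; % of control where 0% means no effect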
Target sequence (P11308 whole entry, looked up, the tested form may be a part): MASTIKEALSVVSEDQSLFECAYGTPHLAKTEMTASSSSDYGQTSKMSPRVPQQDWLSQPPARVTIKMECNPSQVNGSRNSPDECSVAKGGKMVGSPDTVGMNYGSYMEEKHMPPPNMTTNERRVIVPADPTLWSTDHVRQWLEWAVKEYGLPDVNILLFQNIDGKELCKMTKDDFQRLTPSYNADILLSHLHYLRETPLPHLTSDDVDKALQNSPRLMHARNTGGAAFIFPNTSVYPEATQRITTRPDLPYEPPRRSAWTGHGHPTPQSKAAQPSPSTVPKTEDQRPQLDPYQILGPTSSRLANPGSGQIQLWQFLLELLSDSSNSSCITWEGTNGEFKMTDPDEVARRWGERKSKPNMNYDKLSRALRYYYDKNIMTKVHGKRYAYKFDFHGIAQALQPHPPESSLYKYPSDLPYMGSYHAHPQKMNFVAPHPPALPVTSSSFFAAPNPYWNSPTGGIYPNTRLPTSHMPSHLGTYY
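His-tagged ERG Ets domain (1 uM in the protein solution; 300mM KCl, 50mM Tris-HCl, 1mM EDTA, 1mM DTT, pH 7.5) received compound, then a probe mix of 5 nM fluorescein-DNA and 100nM Texas-615-DNA. Fluorescence polarization was read for both dyes.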
ALOX12 inh: inhibitors of human 12S-lipoxygenase ALOX12 | purified 12hLO, xylenol orange hydroperoxide absorbance | Potency, µM (doses to about 108 µM), without a hit: at the highest dose activity change, negative = inhibition, usual class: inhibitors | P18054 | actives 1.1% (n = 580,000) | AID 1671190; note: potency is the fitted concentration of half-maximal effect; % is set by controls: 0 for no effect and ±100 for the full control effect
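Purified human 12hLO at 150 nM in 25 mM Hepes, 0.01% Triton X-100, pH 7.0, preincubated 15 min at room temperature with compound. Reaction started with 40 uM arachidonic acid, 30 min at room temperature. Hydroperoxide measured by Fe-xylenol orange, 573/405 nm absorbance ratio.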
POLB inh: inhibitors of human DNA polymerase beta; Pol beta primer extension/strand displacement, fluorescence kinetic; P06746; AID 485314; Potency, µM (doses to about 114 µM), for inactives: at the top dose activity change, negative = inhibition, usual class: inhibitors; actives 1.3% (n = 340,000); note: potency is the fitted concentration of half-maximal effect; % is set by controls: 0 for no effect and ±100 for the full control effect
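Curves were derived by four-parameter Hill fits of normalized qHTS data. The kinetic fluorescent primer-extension read was taken at 0 and 10 min after 50 nM substrate, following a 15 min room-temperature preincubation of 10 nM enzyme with compounds.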
BLM helicase inh: blocks DNA unwinding by human BLM helicase | P54132 | Potency, µM (series often up to 56.1 µM), inactives show at the top dose activity change, negative = inhibition, actives largely listed as inhibitors | recombinant BLM DNA unwinding, fluorescence dequenching | actives 0.2% (n = 350,000) | AID 2528;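 note: potency is the fitted concentration of half-maximal effect; plate controls were vehicle for no effect and no enzyme for full effect; nearly all actives have a fitted effect of over 35% in size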
An asterisk follows results filed as active; i = inactive; ? = inconclusive; . = not tested or not shown; [ ] = remark or other dose. Unless noted, calls come from the whole dose curve; as a rule, active = well fitted curve in the direction sought with a large enough effect; inconclusive = small, poorly fitted or top-dose-only effect, or another doubt; inactive = no such curve, though single readings can be large; an effect the other way counts as inactive or inconclusive. The list is partial; count on the stated rates, not on these rows.

SMILES	POLI inh	APEX1 inh	POLK inh	Anesthetic bind	TRHR ag	ERG-DNA inh	ALOX12 inh	POLB inh	BLM helicase inh
CCOc1cc(/C=N/NC(=O)CCn2nc(C)cc2C)ccc1O	24%	0%	-18%	9%	0.0	4%	3%	-2%	-6%
CN(C)c1nc(NCc2ccccc2)nc(N/N=C/c2ccc(Cl)cc2Cl)n1	14%	18%	0%	-20%	.	-5%	18%	40%	-2%
CC(=O)c1cccc(OCC(=O)N2CCN(c3ccc(C(F)(F)F)cn3)CC2)c1	-2%	-1%	0%	-19%	0.6	5%	-3%	5%	-4%
COc1ccc(S(=O)(=O)Nc2ccc3oc(C)c(C(C)=O)c3c2)cc1	-2%	2%	2%	?	-1.1	4%	2%	20%	-5%
COc1ccc(NC(=O)[C@H](NC(=O)[C@@H]2Cc3ccccc3CN2)c2ccccc2)cc1	-2%	-13%	0%	-1%	0.2	8%	-8%	0%	-2%
COc1ccccc1CNC(=O)CCC1N=C2c3ccccc3N=C(SCC(N)=O)N2C1=O (stereo not drawn)	12%	.	4%[60.1 µM]	-2%	0.1	4%	-30%	-3%	-6%
CCN(CC)c1ccc(C(=O)OCC(=O)N2CCN(c3ccccc3)CC2)cc1	1%	-6%	2%	-15%	-0.8	-6%	9%	4%	1%
C/C(=N/NC(=O)Cc1cccs1)c1ccco1	2%	3%	-6%	-17%	0.1	-1%	-2%	1%	4%
O=C1C2=C(C(=O)c3ccccc31)C1O[C@](CCCCN3C(=O)c4ccccc4C3=O)(Cc3ccccc31)O2	.	-13%[12.4 µM]	.	-17%[15.3 µM]	0.2	.	.	?	-13%[12.4 µM]
Cc1cc(C)cc(NC(=O)CSc2nc3c(cnn3-c3ccc(F)cc3)c(=O)[nH]2)c1	13%	.	-10%	-4%	0.4	0%	-7%	15%	-2%
CCn1cc(C(=O)N2CCc3ccccc32)c(=O)c2cc(S(=O)(=O)N3CCCCCC3)ccc21	19%	14%	-15%	-19%	-0.2	-1%	-2%	3%	-6%
CCn1c(=O)c(C(=O)Nc2ccc(C(C)=O)cc2)nc2ccccc21	45%[activator]	.	-24%	-4%	0.2	-4%	-16%	-3%	-1%
CCOC(=O)c1cc(NC(=O)c2ccc(Cl)cc2)c(=O)oc1-c1ccccc1	2%	4%	-7%	-12%	0.0	5%	?	15%	2%
CC(C)(C)N(Cc1ccccc1)C(=O)COC(=O)c1ccc(Br)o1	12%	-4%	-15%	.	-0.2	10%	226%[activator]	.	.
Cc1c(NS(=O)(=O)c2ccccc2)cc(Cl)c(O)c1C	-6%	0%	-12%	-5%	-1.3	-3%	-27%	0%	0%
COc1ccc(S(=O)(=O)N2CCC(C(=O)NCc3ccccn3)CC2)cc1Cl	12%	0%	4%	-1%	0.4	2%	164%[activator]	0%	2%
Cc1ccc(CSCc2nnc(SCC(=O)N3CCN(c4ccccc4)CC3)n2C)cc1	2%	-7%	-15%	-24%	-1.1	9%	0%	-8%	-2%
COc1cccc2c1cc1c(=O)n(CC(=O)NCc3ccc(C)o3)nc(C)n12	-16%	.	12%	2%	-0.5	9%	-12%	44%	-6%
COc1ccc(S(=O)(=O)Nc2nnc(C)s2)cc1	13%	5%	-4%	-5%	-1.9	0%	-19%	14%	0%
OC(COCc1cccs1)CN1CCN(c2cccc(Cl)c2)CC1 (stereo not drawn)	20%	-2%	-14%	1%	0.5	17%	?	17%	-1%
Cn1c(=O)n(CCCOc2ccc(Cl)cc2)c2ccccc21	2%	-6%	-3%	-15%	-1.0	-1%	-16%	-3%	-5%
Cc1ccc(CCNC(=O)c2nnn(-c3cc(C)cc(C)c3)c2N)cc1	1%	-7%	-13%	-3%	-1.2	3%	0%	-1%	-1%
CCOC(=O)c1cnc2ccc(C)cc2c1Nc1ccc(N(CC)CC)cc1	18%	.	-5%	?	0.0	-5%	-4%	0%	-9%
Cn1nc([N+](=O)[O-])nc1S(C)(=O)=O	?	?	?	-1%	0.9	-8%	-3%	89µM*	-2%
O=C(CCNc1ccc(Cc2ccncc2)cc1)c1cccc([N+](=O)[O-])c1	44%[activator]	-2%	-20%	?	0.0	6%	6%	0%	-2%
CCCCNS(=O)(=O)c1ccc(C)c(-c2nnc3c4ccccc4c(C)nn23)c1	23%	.	4%	?	-1.7	9%	-3%	0%	-3%
Cc1ccc(CN2CCN(c3cccc4[nH]ccc34)CC2)cc1	18%	17%	-9%	2%	0.7	-7%	-4%	4%	-6%
COc1cc(C(=O)OCC(=O)NC2CCCCCC2)ccc1OCC(C)C	20%	10%	-5%	.	0.2	-2%	-21%	.	.
CCOC(=O)C1(CCCc2ccccc2)CCN(C(=O)Cn2nc(C)nc2C)CC1	-11%	3%	-15%	-8%	-0.3	-5%	1%	20%	-3%
Cc1c(Cl)c(C(=O)NNC(=S)Nc2ccc(F)cc2)nn1C	13%	19%	5%	-7%	0.5	8%	6%	47%[activator]	1%
CCOC(=O)C1(CCOc2ccccc2)CCN(Cc2cccn2-c2ncccn2)CC1	35%[activator]	-2%	-8%	-11%	0.6	2%	5%	0%	2%
O=C1CN(CC(=O)NC2CCCc3ccccc32)CCN1 (stereo not drawn)	7%	29%	5%	-2%	0.7	-4%	28%	-1%	-1%
O=C(/C(=C(\[O-])c1ccccc1)[n+]1ccc2ccccc2c1)c1ccccc1	35%[activator]	-1%	-15%	-2%	0.8	.	-3%	14%	-14%
COc1ccccc1N1CCN(C(=O)c2ccc(COc3cccc4c3OC(C)(C)C4)cc2)CC1	26%	-15%	-7%	.	0.2	38%[activator]	14%	.	.
O=C(Nc1ccc(F)cc1F)c1cc(CN2CCOCC2)on1	22%	.	-6%	-3%	0.5	-1%	?	3%	2%
CN(C)c1cccc(C(=O)OCC(=O)NCC2CCCO2)c1 (stereo not drawn)	11%	9%	-11%	-5%	0.4	-5%	32%[activator]	31%	1%
COc1cc(CNC2CCCC2)cc(Cl)c1OCc1ccc(F)cc1	4%	1%	-5%	-12%	3.1	4%	14%	-7%	3%
O=S(=O)(c1ccccc1)N1CCN=C1SCc1c(F)cccc1Cl	10%	28%	-13%	40%[activator]	0.0	11%	i	-19%	-15%
O=C(NCc1ccc(-n2cccc2)cc1)c1cccc(F)c1	31%[activator]	-3%	-2%	-5%	0.8	0%	21%	-9%	-4%
Cc1ccc(NC(=O)c2ccccc2Br)c(C(=O)c2ccccc2)c1	?	.	4%	?	-0.5	2%	-23%	-16%	-3%
O=C(CSc1cccc(C(F)(F)F)c1)NCc1ccccc1	175%[activator]	9%	-18%	4%	-0.6	-9%	0%	4%	1%
COc1cc(-c2nc3c[n+](CC(=O)c4ccccc4)ccc3n2C)cc(OC)c1OC	8%	-4%	-5%	6%	0.5	-6%	?	1%	6%
COc1ccc(-c2nc3cnc(OCc4ccccc4)nc3n(CCC#N)c2=O)cc1	.	18%	-2%[60.1 µM]	.	.	.	?	.	-1%
O=C(CCN1C(=O)/C(=C/c2ccccc2)SC1=S)NCCc1ccc(O)cc1	?	65%[activator]	7%	?	0.0	36%[activator]	.	2%	1%
COC(=O)CC1C(C)(C)C(=O)C2CC3=C4CC(=O)OC(c5ccoc5)[C@]4(C)CCC3[C@@]1(C)C2=O (stereo partly drawn)	.	-5%	-14%[60.1 µM]	3%	.	.	.	.	5%
O=C(CN(C(=O)CCC(=O)Nc1nccs1)c1ccc2c(c1)OCCO2)NCc1ccco1	14%	1%	-5%	-5%	-1.1	-8%	55%[activator]	-4%	0%
CC(C)Nc1oc(-c2cccc3ccccc23)nc1C#N	-2%	-3%	-9%	305%[activator]	-1.1	.	?	6%	-8%
